Compound activity as filed in PubChem BioAssay.
MsrA act: bovine MsrA enzyme activators, primary screen, biochemical, absorbance, HTS | activation, % at 10.6 µM | AID 602163, 2012 | purified bovine MsrA, absorbance read-out | 360,000 compounds, 0.3% hits | Methionine sulfoxide reductase A (Bos taurus); in the data active = activation above about 7.5%;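 also: 0% = vehicle and 100% = reference activator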
Rin1 Abl inh: inhibitors of Rin1-Abl protein binding, primary screen, biochemical, TR-FRET | 360,000 compounds, 0.4% hits | inhibition, % at 7.35 µM | Tyrosine-protein kinase ABL1 (Homo sapiens) + Ras and Rab interactor 1 (Homo sapiens), …; in the data active = inhibition above about 5%, passing the limit was not always enough
CendR NRP1 mod: modulators of CendR peptide binding to NRP-1, primary screen, biochemical, fluorescence polarization, uHTS | Neuropilin-1 (Homo sapiens), O14786 | FAM-RPARPAR peptide binding to NRP-1 | inhibition, % at 25 µM | 360,000 compounds, 0.85% hits;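 active = inhibition or corrected inhibition above about 18%, plus a signal ratio from 0.5 to 1.5, limit read from the data, passing the limit was not always enough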; also: strong numbers were not always called active
Target sequence (O14786 whole entry, looked up): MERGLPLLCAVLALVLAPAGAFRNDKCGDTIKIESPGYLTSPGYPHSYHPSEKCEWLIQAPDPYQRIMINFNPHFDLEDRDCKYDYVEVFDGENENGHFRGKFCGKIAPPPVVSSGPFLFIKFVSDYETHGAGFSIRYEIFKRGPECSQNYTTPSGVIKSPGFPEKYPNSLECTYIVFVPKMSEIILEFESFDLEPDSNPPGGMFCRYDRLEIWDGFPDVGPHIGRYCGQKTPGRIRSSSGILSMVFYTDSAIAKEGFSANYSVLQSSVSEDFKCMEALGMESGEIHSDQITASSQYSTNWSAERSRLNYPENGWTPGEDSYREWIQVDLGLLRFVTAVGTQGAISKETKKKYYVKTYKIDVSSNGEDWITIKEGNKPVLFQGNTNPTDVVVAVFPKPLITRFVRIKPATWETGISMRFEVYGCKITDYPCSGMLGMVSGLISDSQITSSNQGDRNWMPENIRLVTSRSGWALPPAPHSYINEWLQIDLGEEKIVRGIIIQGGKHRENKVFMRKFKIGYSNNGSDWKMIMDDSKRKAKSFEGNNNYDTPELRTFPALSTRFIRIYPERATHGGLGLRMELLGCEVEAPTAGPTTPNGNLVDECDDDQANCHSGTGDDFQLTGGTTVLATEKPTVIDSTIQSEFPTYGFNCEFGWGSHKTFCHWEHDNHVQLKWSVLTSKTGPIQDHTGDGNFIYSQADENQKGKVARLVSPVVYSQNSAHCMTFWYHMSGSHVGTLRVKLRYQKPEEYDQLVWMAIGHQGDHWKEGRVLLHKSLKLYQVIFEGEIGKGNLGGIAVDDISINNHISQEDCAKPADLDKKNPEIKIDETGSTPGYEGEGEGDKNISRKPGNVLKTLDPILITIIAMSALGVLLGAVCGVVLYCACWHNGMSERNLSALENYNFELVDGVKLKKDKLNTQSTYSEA
E coli Lon inh: inhibitors of E. coli Lon protease, primary screen, biochemical, fluorescence polarization. inhibition, % at 7.94 µM. 360,000 compounds, 0.42% hits. P0A9M0. purified E. coli Lon protease; in the data active = inhibition above about 13%, passing the limit was not always enough;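 also: 0% = enzyme with probe and DMSO and 100% = no enzyme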
Neddylation inh: inhibitors of cullin neddylation, primary screen, biochemical, TR-FRET, uHTS, NAE and Ubc12; calls only at 25 µM; 360,000 compounds, 0.58% hits; in the data active = inhibition above about 36%
PABP1 MLLE inh: inhibitors of PABP1 MLLE–PAM2 peptide binding, primary screen, biochemical, fluorescence polarization, FITC-PAM2, GST-MLLE | Polyadenylate-binding protein 1 (Homo sapiens), P11940 | inhibition, % at 20 µM | 360,000 compounds, 0.36% hits | AID 588489, 2011; in the data active = inhibition above about 35%, passing the limit was not always enough;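 also: plate controls were DMSO wells with GST-MLLE for no effect and wells lacking GST-MLLE protein for full effect; some results filed as inactive read as strong as hits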
SKN-1 block: suppressors of acrylamide-induced Pgst-4::GFP reporter in worms, primary screen, SKN-1 inhibitor project, whole organism, uHTS, GFP/RFP fluorescence ratio, strain VP596. C. elegans VP596 Pgst-4::GFP/RFP ratio, 24 h. inhibition, % at 21.8 µM. 360,000 compounds, 0.49% hits. AID 624304, 2012;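 active = interference check ratio from 0.5 to 1.5 plus GFP to RFP signal ratio inhibition reaching or exceeding a fixed threshold, cut at about 30% in these data, passing the limit was not always enough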; also: some compounds called inactive have numbers as strong as hits
FAS TE block: FAS thioesterase domain inhibitors, primary screen, biochemical, fluorescence intensity, uHTS; Fatty acid synthase (Homo sapiens), P49327; inhibition, % at 15 µM; recombinant FAS-TE, OMFH fluorogenic substrate, fluorescence endpoint; 360,000 compounds, 0.67% hits;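 active = compounds whose normalised, plate-corrected inhibition of enzyme fluorescence in the single-dose primary screen is 50% or more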;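 also: 0% = DMSO with enzyme and 100% = substrate without enzyme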
MT1-MMP act inh: blockers of MT1-MMP proenzyme processing, primary screen, HT1080 RFP-PRO-GFP cells, GFP/RFP fluorescence; Matrix metalloproteinase-14 (Homo sapiens), P50281; GFP/RFP ratio fluorescence, overnight; percent of plate control window, DMSO zero; GFP/RFP ratio change, % at 20 µM; 360,000 compounds, 0.061% hits;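 active = GFP/RFP ratio change of at least 30% with cell ATP level not reduced by more than half and red fluorescence within 50% of control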; also: strong numbers were not always called active
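Material: RFP-PRO-GFP reporter HT1080 cells. Dosing: single-point 20 µM compound, 1% DMSO. Controls: DMSO and RFP-L50D-GFP cell wells. Timing: cells overnight before dosing, compound overnight, 37 °C, 5% CO2. Measure: GFP/RFP fluorescence ratio.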
* hit, by the source's call; i = inactive; . = not tested or not shown.

Screens by letter – A = MsrA act; B = Rin1 Abl inh; C = CendR NRP1 mod; D = E coli Lon inh; E = Neddylation inh; F = PABP1 MLLE inh; G = SKN-1 block; H = FAS TE block; I = MT1-MMP act inh
> CCOC(=O)N1C(=O)c2cc(OC)ccc2S1(=O)=O
  A: 1	B: 5	C: 6	D: -3	E: i	F: 6	G: 15	H: -3	I: -16
> Cc1ccc(-n2c(Cc3ccccc3)n[nH]c2=S)cc1
  A: 1	B: -4	C: -24	D: 3	E: i	F: 7	G: -11	H: -11	I: 2
> COc1ccccc1NC(=O)COC(=O)c1ccccn1
  A: -2	B: -3	C: 7	D: 1	E: i	F: 2	G: -4	H: -4	I: 0
> O=C(Nc1ccc(Oc2ccccc2)cc1)c1csc([C@@H]2C[C@H](O)[C@@H](CO)O2)n1
  A: 1	B: -1	C: -4	D: 3	E: i	F: 30	G: 6	H: -8	I: 4
> CC(C)C(N)c1csc(NC(=O)Nc2ccccc2C(C)(C)C)n1 (configuration not stated)
  A: -5	B: -2	C: -12	D: -2	E: i	F: -20	G: -13	H: -6	I: -9
> CCN(Cc1ccccc1)C(=O)Cn1cc(S(=O)(=O)NC)c(S(=O)(=O)NC)c1
  A: -3	B: 3	C: -5	D: 4	E: i	F: -5	G: 8	H: -4	I: -1
> CCOc1ccccc1NC(=O)C(Sc1ccccc1)c1ccccc1 (configuration not stated)
  A: -1	B: 5	C: 27*	D: -7	E: i	F: 6	G: 21	H: 28	I: -14
> O=C(Nc1cccc(Cl)c1Cl)c1csc([C@H]2C[C@H](O)[C@@H](CO)O2)n1
  A: -1	B: 2	C: -3	D: 6	E: i	F: 5	G: 9	H: -4	I: -2
> O=C(/C=C/Nc1ccccc1F)c1ccc(Br)cc1
  A: -6	B: -1	C: 6	D: -28	E: i	F: -9	G: 27	H: 4	I: 3
> COc1ccc(OC)c(S(=O)(=O)Nc2cc(Cl)cc(Cl)c2)c1
  A: 0	B: 4	C: -9	D: -4	E: i	F: 0	G: 8	H: 19	I: 2
> CCc1ccc(C(=O)OCC(=O)N2CCCCCC2)cc1
  A: -3	B: 2	C: 12	D: -1	E: i	F: -4	G: -14	H: -5	I: 3
> COc1ccc(S(=O)(=O)N2CCN(C(=O)Nc3ccccc3OC)CC2)cc1
  A: -4	B: -1	C: 15	D: 0	E: i	F: 9	G: 3	H: -1	I: -2
> COC(=O)C(Cc1ccccc1)NC(=O)c1ccc(C)cc1 (configuration not stated)
  A: -9	B: 6	C: -5	D: -2	E: i	F: 16	G: -2	H: -11	I: 2
> COc1ccc(-c2cc(NC=O)c3ncc(-c4ccccc4)n3c2)cc1OC
  A: 1	B: -3	C: -16	D: -9	E: i	F: -34	G: 23	H: 28	I: -6
> O=C(CSc1nnc(SCc2ccccc2)s1)N/N=C/c1ccc(C(=O)O)cc1
  A: -10	B: -2	C: 8	D: 0	E: i	F: -20	G: -6	H: -9	I: 0
> CC(C)C[C@H](NC(=O)NCc1ccccc1Cl)C(=O)O
  A: 1	B: 2	C: 4	D: 2	E: i	F: 10	G: 7	H: -6	I: 0
> CC(C)c1ccc(OC(=O)NCCO)cc1
  A: -3	B: 1	C: -13	D: 12	E: i	F: 5	G: -4	H: -4	I: 4
> COc1ccc(C2C(C#N)=C(N)OC3=C2C(=O)CC(C)C3)c(OC)c1OC (configuration not stated)
  A: -11	B: 1	C: -7	D: -6	E: i	F: 19	G: -22	H: -5	I: 4
> COc1ccccc1Oc1ccc2c(c1)C(=O)N(c1cccc(O)c1)C2=O
  A: -1	B: -3	C: 2	D: -4	E: i	F: -4	G: 4	H: 2	I: 2
> O=C(NC12CC3CC(CC(C3)C1)C2)c1cc2nc(-c3ccco3)cc(C(F)(F)F)n2n1
  A: 0	B: 0	C: -33	D: 9	E: .	F: -18	G: 12	H: 22	I: -12
> CC(=O)c1cnc2scnn2c1=O
  A: -5	B: 3	C: 7	D: -9	E: i	F: 9	G: 5	H: -7	I: -2
> COC(=O)CCC/C=C1\SC[C@@H](NC(=O)c2ccccc2)C1NC(C)=O (some centres not stated)
  A: -9	B: 2	C: -5	D: -7	E: i	F: 7	G: -3	H: -15	I: -1
> O=C1NC(c2ccccn2)Nc2sc3c(c21)CCC3 (configuration not stated)
  A: 3	B: 1	C: -6	D: 4	E: i	F: 16	G: -3	H: -6	I: 5
> Cc1cc(C)c(C(=O)CSc2nnc(-c3cccnc3)n2C)c(C)c1
  A: -11	B: 1	C: 9	D: 2	E: i	F: 14	G: 1	H: -7	I: 2
> COc1ccccc1NC(CC(=O)c1ccccc1)C(=O)OCC(=O)c1ccc(Br)cc1 (configuration not stated)
  A: -5	B: 5	C: 3	D: 1	E: i	F: 11	G: 0	H: 25	I: 0
> COc1ccc(OCC(=O)Nc2ccc(S(=O)(=O)Nc3cc(C)nc(C)n3)cc2)cc1
  A: 1	B: 0	C: 11	D: 7	E: i	F: -2	G: 10	H: -7	I: 0
> Cc1nnc(NC(=O)c2ccc(F)c(S(=O)(=O)N3CCOCC3)c2)s1
  A: -3	B: -2	C: 2	D: -9	E: i	F: 0	G: 6	H: -9	I: 0
> CCCc1nc2ccccc2c(C(=O)O)c1CC
  A: -3	B: 1	C: -6	D: -9	E: i	F: -5	G: 10	H: -7	I: 7
> CN1OC[C@@H]2CN(Cc3ccc(Cl)cc3)[C@H](c3ccc(-n4ccnc4)cc3)C[C@@H]21
  A: -6	B: 3	C: -1	D: 1	E: i	F: 0	G: 4	H: 27	I: -4
> C=C[C@@](C)(O)CC[C@@H]1[C@@]2(C)CCCC(C)(C)[C@@H]2CC[C@@]1(C)O
  A: -9	B: 0	C: -14	D: -2	E: i	F: -6	G: -11	H: 9	I: .
> Cc1c(CNCCc2ccc(Cl)cc2)c(C(=O)O)c(C)n1-c1ccccc1
  A: 0	B: 4	C: -3	D: -3	E: i	F: -41	G: 7	H: 1	I: -1
> Cc1cccc(NC(=O)CN(C)C(=O)C2CC2)c1C
  A: -2	B: 1	C: -5	D: -5	E: i	F: 2	G: 11	H: -5	I: 0
> CCN(CC)c1ccc(NC(=O)COc2ccccc2C#N)cc1S(=O)(=O)Nc1ccccc1OC
  A: -2	B: 3	C: 16	D: 1	E: i	F: 30	G: 8	H: 6	I: -2
> CCOC(=O)C1=C(C)N(C)C(=S)NC1c1cccc(Cl)c1Cl (configuration not stated)
  A: -4	B: 1	C: 2	D: 9	E: i	F: -57	G: 7	H: 6	I: -2
> O=C(N/N=C\c1cc2c(cc1Cl)OCO2)c1cccnc1
  A: -6	B: -9	C: 4	D: -3	E: i	F: 4	G: -7	H: -5	I: -1
> CCCNC(=O)C(=O)NCC1CCCN1CC (configuration not stated)
  A: -5	B: 2	C: -1	D: -12	E: i	F: -4	G: -4	H: -2	I: 3
> CN1CCN(C(=O)c2ccccc2NC(=O)COc2ccccc2Cl)CC1
  A: -3	B: -1	C: 5	D: -3	E: i	F: 3	G: -3	H: -4	I: -7
> O=C(Nc1cccnc1)c1cc(-c2ccc(Cl)cc2)on1
  A: -1	B: 0	C: -8	D: -3	E: i	F: 12	G: -11	H: -1	I: -5
> CCN(CC)c1ccc(C(=C2C=CC(=[N+](CC)CC)C=C2)c2ccc(S(=O)(=O)O)cc2S(=O)(=O)[O-])cc1
  A: -2	B: -19	C: 20	D: -7	E: i	F: 1	G: -51	H: -5	I: -18
> COc1cc(CN2CCC(Cc3ccccc3)CC2)c([N+](=O)[O-])cc1OC
  A: -3	B: -1	C: 21	D: -10	E: i	F: 3	G: -2	H: 5	I: 1
> COc1ccc(N(CC(=O)NC2CCS(=O)(=O)C2)S(=O)(=O)c2cc(C)ccc2C)cc1 (configuration not stated)
  A: -6	B: 3	C: 10	D: -4	E: i	F: 8	G: 1	H: -3	I: -3
> CCCc1nc2cc(C)c(Br)c(C)n2c1CC1CCCCC1
  A: -4	B: .	C: -16	D: -6	E: i	F: .	G: -7	H: -6	I: 5
> O=C(Nc1nnc(C2=COCCO2)o1)c1ccc([N+](=O)[O-])cc1
  A: -2	B: 1	C: 4	D: -3	E: i	F: 5	G: 22	H: -3	I: -3
> C=CCN(c1ccccc1)S(=O)(=O)c1cccc(C(=O)NCc2ccco2)c1
  A: -2	B: -2	C: 1	D: 5	E: i	F: -3	G: -16	H: 9	I: 7
> O=C(CNC(=O)C1CCCCC1)NNC(=O)c1ccc(Cl)cc1Cl
  A: -2	B: -1	C: 8	D: 8	E: i	F: 1	G: -6	H: -4	I: -2
> CCCCN(C)C(=O)c1nc2ccccn2c1CN1CCN(C/C=C/c2ccccc2)CC1
  A: -2	B: 3	C: 2	D: -2	E: i	F: 3	G: 15	H: -5	I: -11
> COc1ccc(NC(=O)CSc2nnc(Cn3cnc([N+](=O)[O-])n3)n2C)cc1
  A: 5	B: 3	C: 9	D: 9	E: i	F: -5	G: 11	H: -8	I: 0
> CS(=O)(=O)Nc1ccc(-c2cn3cccnc3n2)cc1
  A: -4	B: -1	C: -5	D: -2	E: .	F: -3	G: 6	H: -2	I: 2
> CCc1ccc(NC(=O)Cn2c3[n+](c4c(F)c(F)ccc42)CCCCC3)cc1
  A: -1	B: 0	C: 13	D: 0	E: i	F: -45	G: 6	H: 3	I: -4
> Cc1ccc(CCC(=O)Nc2ccc(Br)cc2)o1
  A: 0	B: 1	C: 3	D: -9	E: i	F: -2	G: 12	H: 8	I: 2
> CCN=C1SC(C(=O)Nc2ccc(Cl)c(Cl)c2)CC(=O)N1CC (configuration not stated)
  A: -4	B: 1	C: -4	D: -2	E: i	F: -4	G: 22	H: -2	I: -2
> CC(=O)N1CCN(Cc2nc3cc(NC(=O)c4ccccc4Cl)ccc3n2C)CC1
  A: -3	B: 0	C: -6	D: 0	E: i	F: 5	G: 4	H: -8	I: 0

One compound at a time, as listed above. Values in the order: MsrA act	Rin1 Abl inh	CendR NRP1 mod	E coli Lon inh	Neddylation inh	PABP1 MLLE inh	SKN-1 block	FAS TE block	MT1-MMP act inh
`CS(=O)(=O)Nc1ccc(-c2cn3cccnc3n2)cc1` in the list: -4	-1	-5	-2	.	-3	6	-2	2
`CCCc1nc2ccccc2c(C(=O)O)c1CC` in the list: -3	1	-6	-9	i	-5	10	-7	7
`COc1ccc(N(CC(=O)NC2CCS(=O)(=O)C2)S(=O)(=O)c2cc(C)ccc2C)cc1` (configuration not stated) in the list: -6	3	10	-4	i	8	1	-3	-3
